P. falciparum M17LAP = P. falciparum M17LAP inhibitors, primary screen, biochemical, fluorogenic H-Leu-NHMec substrate, 1536-well (AID 1619). recombinant M17LAP, H-Leu-NHMec fluorogenic kinetic assay; higher % means a stronger effect. inhibition, % at 30 µM; hits with a dose series show IC50 in µM. 220,000 tested, 0.38% active;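 active = compound inhibiting the enzyme by more than half at any dose during confirmatory dose-response retesting; inconclusive = strong single-dose inhibitors picked by rank but not retested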;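 also: plate controls were full reaction with DMSO carrier for no effect and no enzyme background for full effect; strong numbers were not always called active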
CSM14.1 death rescue = rescue of cells from ER stress-induced death, primary screen, 384-well, CSM14.1, thapsigargin, ATP luminescence (AID 1222); CSM14.1 thapsigargin-induced death rescue, ATP luminescence; higher % means a stronger effect; cellular ATP content (survival), % at 20 µM, or EC50 in µM where a hit was titrated; 190,000 tested, under 10 active;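 active = EC50 below 50 µM in the dose-response confirmation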;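 also: death triggered by thapsigargin at about 15 µM added after 2 h compound pretreatment; cell ATP read after overnight thapsigargin exposure of roughly 18 to 22 hours; normalized against plate controls of thapsigargin alone and 5% DMSO vehicle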
P. falciparum M1AAP = P. falciparum M1AAP inhibitors, biochemical, fluorogenic H-Leu-NHMec substrate, 1536-well (AID 1445); 220,000 tested, 0.42% active; recombinant M1AAP, H-Leu-NHMec fluorogenic kinetic assay; higher % means a stronger effect; one-dose inhibition, % at 30 µM; IC50 in µM for titrated hits;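 active = primary inhibition above the hit cutoff, then over 50% inhibition at one or more dose response concentrations, cut at about 23% in these data, passing the limit was not always enough; inconclusive = conflicting primary data, or primary hits not chosen for dose response; inactive = low primary inhibition, or under 50% at every dose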;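 also: plate controls were DMSO full reaction for no effect and no enzyme background for full effect; strong numbers were not always called active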
Dynein cargo inh = dynein cargo transport inhibition; 3617.4 mouse cells, GR-EGFP nuclear translocation imaging; test concentration mostly 20 µM; stimulated with dexamethasone, 1 µM; hits give low values; z-score, hits read low; 220,000 tested, 0.47% active;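 active = plate z-score of nuclear minus cytoplasmic receptor signal below a set negative limit, without overly bright fluorescence or cell loss, cut at about -3.5 in these data, passing the limit was not always enough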;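 also: z-score of nuclear minus cytoplasmic ring GR-EGFP intensity difference per well; some compounds called inactive have numbers as strong as hits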
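Buffer or medium: tetracycline-free induction medium containing charcoal-stripped FBS / Reagent: dexamethasone agonist, 1.0 µM final, for 30 min / Technique: automated 10x imaging of fixed Hoechst-stained cells / Times: induction 48 h, compound 1 h, agonist 30 min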
Autophagy mod = alters autophagy in cells; MEF GFP-LC3 puncta imaging; test concentration mostly 10 µM; calls only at 10 µM (by protocol); 190,000 tested, 0.98% active; AID 463193;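 active = percentage of spot-positive cells more than 3 SD above its plate mean, without a fluorescence outlier flag or 80% toxicity; inconclusive = no clear call, values can overlap the other calls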;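 also: spot-positive cell cutoff set from DMSO-treated cells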
MT stabilizer = microtubule stabilizers in HeLa cells; HeLa tubulin immunostaining HCS, 24 h; share of cells brighter than vehicle mean+2SD; % tubulin-high responders, % at 10 µM; 200,000 tested, 0.83% active;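 active = plate Z-score above 3 for both tubulin-high and condensed-nucleus cell shares, with cell loss under 80%, at 10 µM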;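 also: anti alpha tubulin signal scored within the nucleus-defined area of each cell; some results filed as inactive read as strong as hits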
UTI89 phage lysis = inhibition of K1F phage lysis, E. coli UTI89, bacterial capsule biogenesis inhibitors, alamar blue (AID 488966); E. coli UTI89 K1F phage lysis, alamar blue, 2 h; higher % means a stronger effect; inhibition, % at 100 µM; hits with a dose series show IC50 in µM; 340,000 tested, 0.02% active;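 active = phage lysis inhibition, versus mean bacterial control, above a set limit; inconclusive = no clear call, values can overlap the other calls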;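 also: capsule biogenesis inhibitors block K1F phage lysis so surviving cells raise fluorescence; higher fluorescence means more inhibition of phage lysis; actives were called in the ten point dose series up to 300 µM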
bCat nuc transl = modulators of beta-catenin nuclear translocation; 190,000 tested, 0.3% active; AID 1665; HeLa beta-catenin nuclear translocation, immunofluorescence imaging; nuclear translocation activity, % at 5 µM;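 active = nuclear translocation activity above 50% at 5 µM, with a well cell count of 50 or more; inconclusive = wells under 50 cells across six images, flagged as toxic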;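 also: per-cell ratio of nuclear to cytoplasmic median beta-catenin stain intensity; plate controls were DMSO negative control for no effect and GSK-3 inhibitor IX positive control for full effect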
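System: Human HeLa cells, endogenous beta-catenin | Compound dosing: 5 µM primary, 0.02–20 µM confirmation | Timing: 24 h compound exposure at 37°C, 5% CO2 | Measured by: Fluorescence imaging of beta-catenin antibody stain plus DAPI | Read-out basis: % activation of per-cell nuclear versus cytoplasmic median beta-catenin signal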
Ins promoter up = MIN6 insulin promoter up-regulation; 190,000 tested, 0.3% active; AID 1625; MIN6 insulin promoter-GFP reporter, high-content imaging; hits give high values; z-score at 5 µM;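 active = z-score above 3 at 5 µM with at least 500 cells counted in the well; inconclusive = wells under 500 cells, flagged as cytotoxic or low count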
Dynein cargo inh cytoplasmic EGFP = recorded beside Dynein cargo inh, whose call it bears; z-score; measured here: cytoplasmic GR-EGFP intensity; hits give high values
Dynein cargo inh nuclear GR-EGFP = recorded beside Dynein cargo inh, whose call it bears; z-score; measured here: nuclear GR-EGFP intensity;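 lower value marks the stronger effect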
Dynein cargo inh cell count = also measured in Dynein cargo inh; calls as there; z-score; measured here: cell count per field
Ins promoter up cell count = second read-out of Ins promoter up, no call of its own (marks repeat the call); cell count; measured here: cytotoxicity, nuclei count;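 total cells summed across four imaged fields per well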
bCat nuc transl cell count 5 µM = further read-out of bCat nuc transl, marked with its call; cell count; measured here: cell count, cytotoxicity flag
MT stabilizer Hoechst-high % = further read-out of MT stabilizer, marked with its call; % Hoechst-high responders; measured here: nuclear condensation Hoechst responders;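 share of cells brighter than vehicle mean plus two SD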
MT stabilizer cytotoxicity % = also measured in MT stabilizer; calls as there; toxicity, %; measured here: cytotoxicity by cell density;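 0% = mean cell density of plate MIN control wells and 100% = no cells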
Autophagy mod cell loss 18 h = further read-out of Autophagy mod, marked with its call; toxicity, %; measured here: cell loss, nuclei count;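 cell loss after 18 h compound exposure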
Numbers without * were called inactive; i = inactive; u = inconclusive; x = no result given; + = active, no number; [ ] = dose if it differs, or a comment.

Each structure is followed by: P. falciparum M17LAP	CSM14.1 death rescue	P. falciparum M1AAP	Dynein cargo inh	Dynein cargo inh cytoplasmic EGFP	Dynein cargo inh nuclear GR-EGFP	Dynein cargo inh cell count	Autophagy mod	Autophagy mod cell loss 18 h	MT stabilizer	MT stabilizer Hoechst-high %	MT stabilizer cytotoxicity %	UTI89 phage lysis	bCat nuc transl	bCat nuc transl cell count 5 µM	Ins promoter up	Ins promoter up cell count
- COc1ccccc1OCCCCCNCCO
    6%	1.1%	-2%	1.2	-0.17	0.77	-1.4	i	-1	4.9	3.0	10.0	-0.9%	0.2	1156	0.86	1278
- CC(C)C1N=C(c2ccc3c(c2)OCO3)CC(c2ccccc2O)N1 (stereo unspecified)
    0%	-5.2%	6%	-3.1	0.73	-1.7	0.9	i	-10	1.0	1.3	15	0.2%	4.5	1123	1.1	825
- CCCC1Cc2c(sc(N)c2C#N)CO1 (stereo unspecified)
    -1%	0.0%	5%	2.1	1.2	1.4	-1.8	i	-8	3.8	2.8	4.2	0.5%	0.7	1464	-2.1	1408
- N#CCCn1cc(/C=C(\C#N)c2nc3ccccc3s2)c(-c2ccc(F)cc2)n1
    9%	-1.2%	1%	i	x	x	-6.1	i	-6	4.1	2.3	2.2	0.1%	-4.9	1077	0.44	1909
- O=C(NC(=S)Nc1ccc(CN2CCOCC2)cc1)c1ccccc1[N+](=O)[O-]
    18%	-2.9%	15%	0.15	-0.22	-0.046	-0.26	i	-11	2.2	3.7	7.8	-0.2%	-0.8	1072	1.4	1482
- CCCCNc1cc(C)nc(NCc2ccccc2)n1
    12%	2.1%	4%	-0.56	-0.082	0.081	-0.16	+	20*	10*	11*	50*	1.7%	38	362	u	x
- CC(=Nc1cccc(C)c1)c1sc2ccccc2c1O
    1%	-3.1%	4%	0.96	2.2	1.3	-0.11	i	4	5.0	1.4	4.9	0.2%	-0.5	1053	0.66	1881
- COc1ccc(NC(=O)/C(C#N)=C\c2ccc(N3CCOCC3)o2)cc1
    x	-4.1%	x	-1.1	0.62	-0.066	0.91	i	5	2.2	1.5	2.3	-0.6%	1.7	865	x	x
- CCC(C)NC(=O)CN(c1cc(C)ccc1OC)S(C)(=O)=O (stereo unspecified)
    -5%	2.0%	0%	-0.42	-0.033	-0.087	0.23	i	10	4.5	2.5	5.8	4.1%	-7.6	1243	-0.64	963
- CCOC(=O)CS(=O)(=O)c1ccc2ccccc2c1
    10%	x	4%	0.085	-0.25	0.26	0.012	i	-2	3.1	2.4	4.8	6.3%	x	x	-1.5	1222
- COc1ccc(C(=O)N/N=C/c2ccc(N3CCOCC3)o2)cc1OC
    38%	0.0%	u	0.14	-0.2	0.24	-0.51	i	10	2.0	2.8	11	0.1%	x	x	-0.04	1340
- CC(C)(C)c1ccc(OCCCC(=O)N2CCOCC2)cc1
    x	-2.0%	x	-1	-0.054	-0.09	0.46	i	-2	1.6	1.8	8.7	0.2%	0.5	1016	0.54	1462
- Cc1c(N2C(=O)CSC2c2ccc(F)cc2)c(=O)n(-c2ccccc2)n1C (stereo unspecified)
    -6%	x	5%	-0.31	-0.25	-0.15	0.51	x	x	x	x	x	-0.2%	-0.8	1293	-0.36	1093
- COc1cccc(NC(=S)N(CCCN2CCN(C)CC2)Cc2ccco2)c1
    6%	0.1%	3%	0.55	0.0023	0.59	-1.1	i	0	3.4	3.2	11	3.4%	0.1	1095	-0.66	1264
- COc1ccccc1NC(=O)Cn1c(CCC(=O)O)ccc1-c1ccc(C)cc1
    28%	-1.8%	9%	0.51	-0.35	0.1	0.68	i	0	3.5	2.3	9.4	0.0%	-0.6	1124	0.27	1259
- CCNC(=S)N1CCN(c2ccc([N+](=O)[O-])cc2)CC1
    12%	20%	7%	1.1	-0.23	0.94	-0.061	i	14	3.1	2.8	11	-0.1%	0.3	1234	-0.89	1554
- CCc1ccccc1NC(=O)c1ccoc1C
    12%	-0.8%	0%	2.5	-0.2	1.4	-0.81	i	0	5.0	1.6	5.1	-0.2%	-0.8	1033	0.39	1803
- CCNC(=O)C1(c2ccccc2)CCCC1
    -7%	-1.0%	-2%	0.18	-0.056	0.3	-0.24	i	-3	2.5	1.7	9.2	0.1%	-1.9	1086	-0.47	1886
- Cc1cc(C)n2nc(C(=O)Nc3ccn(Cc4ccccc4C)n3)cc2n1
    5%	x	5%	-0.62	-0.23	-0.35	1.4	x	x	x	x	x	0.0%	0.8	1276	-0.24	1115
- CC(C)(C)C1CCc2c(sc(NC(=O)c3ccncc3)c2C(N)=O)C1 (stereo unspecified)
    3%	-3.3%	23%	-0.25	-0.14	-0.081	0.49	i	-8	2.7	2.0	12	-0.7%[50 µM]	-1.1	432	-2.1	1181
- CNCC/C=C1/c2ccccc2CSc2ccccc21
    -1%	16%	0%	2.6	0.015	2.1	-1.4	i	-15	4.6	1.1	2.8	11%	u	x	x	x
- COc1cccc(C(=O)N2N=C(c3ccccn3)CC2(O)C(F)(F)F)c1 (stereo unspecified)
    -2%	x	-3%	0.046	-0.28	0.06	-0.36	x	x	x	x	x	-0.1%	-1.0	1072	-0.02	1346
- CCN1CCN(CCNC(=O)c2ccc(/C=C3\Sc4ccccc4N(Cc4ccccc4F)C3=O)cc2)CC1
    -4%	-3.4%	13%	0.22	-0.1	0.19	-0.036	+	-6.1*	1.9	2.5	6.9	-0.5%	3.4	1016	-0.91	1389
- CNC(=S)N1N=C(c2ccc(OC)cc2)CC1c1ccc(Cl)cc1Cl (stereo unspecified)
    -4%	-2.9%	-1%	0.55	-0.22	0.4	-0.23	i	-32	1.7	2.3	2.7	-0.6%	-1.5	1169	-0.47	1355
- Cc1nc2c(N=Nc3ccccc3F)c(N)nn2c(N)c1C#N
    10%	-1.7%	22%	0.65	-0.27	0.18	-0.23	i	8	6.6	2.1	2.9	-0.3%	-0.1	1438	-1.2	1301
- O=C(Nc1ccc2c(c1)oc1ccccc12)c1ccc(Br)o1
    -2%	-1.4%	-5%	-0.29	-0.27	0.0087	-0.24	i	21	2.4	1.7	7.1	0.2%	-0.2	1178	-0.01	1070
- Cc1ccc(NC(=O)c2ccc(N/N=C/c3cccc(O)c3)c([N+](=O)[O-])c2)cc1
    -4%	-0.6%	2%	-0.028	-0.042	-0.11	-0.64	i	-4	3.0	2.0	9.6	0.6%	x	x	x	x
- Cc1[nH]c2ccccc2c1/C=N/NC(=O)c1cccs1
    9%	-0.1%	8%	-0.15	0.052	0.19	-0.33	i	-15	5.2	6.3	6.0	0.5%	-1.4	888	2	1488
- C=CC#CC[N+]1(CC#Cc2ccccc2)CCOCC1
    16%	-0.4%	1%	-0.27	-0.3	-0.24	0.18	i	-3	2.4	2.6	3.6	2.0%	-0.3	503	0.32	1198
- Cc1cccc2cc(C(c3nnnn3C(C)(C)C)N3CCN(C(=O)c4ccco4)CC3)c(=O)[nH]c12 (stereo unspecified)
    18%	x	6%	0.13	-0.13	0.047	0.47	i	-5	2.9	1.8	6.9	0.3%[50 µM]	-0.9	1095	-0.12	1225
- COc1ccc(NC(=O)Nc2cc(NC(=O)Nc3ccc(OC)cc3)c(C)nc2C)cc1
    6%	3.2%	7%	-0.22	-0.22	0.52	0.18	i	3	2.2	2.1	7.8	1.8%	-0.2	968	-0.09	1303
- O=C(Nn1cnnc1)C(c1ccccc1)c1ccccc1
    -8%	-1.3%	5%	-0.28	-0.14	-0.13	1.5	i	1	7.4	2.9	6.9	0.1%	2.0	1445	1.2	1284
- CC1Cc2ccccc2N1C(=O)CSc1nnc(Cc2ccccc2)n1CCc1ccccc1 (stereo unspecified)
    0%	1.1%	-2%	-0.21	0.088	-0.013	-0.16	i	11	2.0	2.2	5.5	7.7%	-3.1	1239	-1.4	1013
- CC1(C)NC(=O)N(CNc2cc(Cl)ccc2Cl)C1=O
    5%	-0.9%	2%	0.19	-0.26	0.41	1.6	i	-1	12	1.3	96	3.9%	x	x	0.16	1155
- CCOC(=O)CSc1nnc(-c2ccc(NS(=O)(=O)c3ccc(C)cc3)cc2)o1
    31%	x	23%	-0.56	-0.051	0.11	0.63	i	7	2.4	2.6	20	4.2%	-0.3	1091	0.41	1254
- CS(=O)(=O)NCCCCCCNS(C)(=O)=O
    -10%	8.5%	1%	-0.27	-0.21	-0.47	0.73	i	-4	4.1	1.9	2.4	2.6%	0.2	1192	-0.22	1150
- CCOC(=O)c1sc(NC(=O)C(OC(C)=O)c2ccccc2)nc1C (stereo unspecified)
    7%	-0.7%	3%	-0.12	-0.28	-0.49	-0.37	i	-16	5.4	2.6	6.8	1.0%[50 µM]	-0.6	532	-0.32	1083
